Source: PubChem
West Nile antiviral – West Nile virus antiviral activity, cell-based, CPE readout (AID 1621); West Nile virus-infected cells, CPE inhibition; higher % means a stronger effect; CPE inhibition, % at 10 µM, or IC50 in µM where a hit was titrated; actives 0.02% (n = 290,000); in the data active = a potency from the dose series; note: strong numbers were not always called active
WT yeast gro inh – growth inhibition of WT yeast, mitochondrial fusion screen; mitochondrial fusion phenotypic screen, WT strain; inhibition, % at 10 µM; AID 1362; actives 2.1% (n = 190,000); in the data active = inhibition above about 58%; tested in S. cerevisiae
Lipid droplet – modulators of hepatic lipid droplet formation. AML12 mouse hepatocytes, oleate lipid droplets, BODIPY imaging. inhibition, % at 6.5 µM. actives 0.4% (n = 240,000);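 active = lipid droplet intensity inhibited by at least 50%, with more than 500 cells counted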
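Material – mouse AML12 hepatocyte cell line, fixed after treatment · Compound dosing – one dose, 6.5 µM compound · Times – compound with oleate, overnight · Measured by – Image-based BODIPY and DAPI two-channel analysis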
Insulin prom up – MIN6 insulin promoter up-regulation; MIN6 insulin promoter-GFP reporter, high-content imaging; active compounds read high; z-score at 5 µM; AID 1625; actives 0.3% (n = 190,000);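 active = z-score above 3 at 5 µM with at least 500 cells counted in the well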
Myeloid diff MLP – myeloid differentiation induction. actives 1% (n = 360,000). ER-HoxA9 myeloid progenitors, lysozyme-GFP differentiation, flow cytometry. AID 624256. calls only at 10 µM;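 active = normalized GFP-positive differentiation at or above the plate's own cutoff, the solvent-only control mean plus 3 SD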;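 note: cells exposed to compound for four days before flow analysis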
T cell HTS – T cell immune modulators affecting CD8 T cell-vesicle binding. 2C CD8+ T cell-vesicle binding, flow cytometry; active compounds read low. calls only at 7 µM. actives 0.068% (n = 330,000);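 active = response, share of CD8 T cells binding vesicles, and their 90th percentile fluorescence all below set limits, cut at about 80% in these data, passing the limit was not always enough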
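Benchmarks: naked versus QL9-loaded vesicles / Assay system: purified 2C TCR transgenic mouse naive CD8+ T cells / Technique: high-throughput flow cytometry with anti-B7-1 and anti-CD8 staining / Timing: Cell–vesicle co-incubation 1.5 h at 37 °C, staining 20 min on ice / Read-out: percent CD8+ FL2 mean versus row control / Probe or stimulus: QL9-loaded Drosophila micro-vesicles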
bCat nuc transl – alters nuclear translocation of beta-catenin in HeLa cells | nuclear translocation activity, % at 5 µM | actives 0.3% (n = 190,000) | AID 1665 | immunofluorescence imaging;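 active = nuclear translocation activity above 50% at 5 µM, with a well cell count of 50 or more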;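 note: per-cell ratio of nuclear to cytoplasmic median beta-catenin stain intensity; plate controls were DMSO negative control for no effect and GSK-3 inhibitor IX positive control for full effect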
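Test system: HeLa cells, endogenous beta-catenin; Compound: single 5 µM dose plus 0.02–20 µM confirmation series; Times: compound exposure 24 h at 37°C; Signal: fluorescence imaging of beta-catenin antibody stain plus DAPI; Read-out: % activation, nuclear-to-cytoplasmic median beta-catenin signal ratio per cell.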
Autophagy HCS – alters autophagy in cells; calls only at 10 µM (by protocol); MEF GFP-LC3 puncta imaging; test concentration mostly 10 µM; actives 0.98% (n = 190,000);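 active = percentage of spot-positive cells more than 3 SD above its plate mean, without a fluorescence outlier flag or 80% toxicity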;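 note: spot-positive cell cutoff set from DMSO-treated cells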
MT stabilize HCS – microtubule stabilization, imaging screen | HeLa tubulin immunostaining HCS, 24 h; share of cells brighter than vehicle mean+2SD | % tubulin-high responders, % at 10 µM | actives 0.83% (n = 200,000);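 active = plate Z-score above 3 for both tubulin-high and condensed-nucleus cell shares, with cell loss under 80%, at 10 µM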;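 note: anti alpha tubulin signal scored within the nucleus-defined area of each cell; some results filed as inactive read as strong as hits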
WT yeast gro inh mutant strain – further read-out of WT yeast gro inh, marked with its call; inhibition, %; mitochondrial fusion phenotypic screen, mutant strain inhibition
Insulin prom up cell count – recorded beside Insulin prom up, whose call it bears; cell count; measured here: cytotoxicity, nuclei count;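 total cells summed across four imaged fields per well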
Lipid droplet cells 6.5 µM – recorded beside Lipid droplet, whose call it bears; cell count; measured here: cell count, cytotoxicity flag;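 cells counted across two imaged fields per well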
bCat nuc transl cell count 5 µM – also measured in bCat nuc transl; calls as there; cell count; measured here: cell count, cytotoxicity flag
T cell HTS vesicle-bound % – further read-out of T cell HTS, marked with its call; double positive events, %; measured here: CD8+ vesicle-bound cell fraction;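 binding gate set so that unloaded-vesicle control wells show 10% double positive cells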
MT stabilize HCS Hoechst-high % – recorded beside MT stabilize HCS, whose call it bears; % Hoechst-high responders; measured here: nuclear condensation Hoechst responders;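 share of cells brighter than vehicle mean plus two SD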
MT stabilize HCS cytotoxicity % – recorded beside MT stabilize HCS, whose call it bears; toxicity, %; measured here: cytotoxicity by cell density;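 0% = mean cell density of plate MIN control wells and 100% = no cells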
Autophagy HCS cell loss 18 h – recorded beside Autophagy HCS, whose call it bears; toxicity, %; measured here: cell loss, nuclei count;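 cell loss after 18 h compound exposure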
Myeloid diff MLP GFP+ MAC1+ % – also measured in Myeloid diff MLP; calls as there; GFP+ MAC1+ double positive, %; measured here: differentiation confirmed by MAC1 staining
The depositor's hits bear a star.

Screening CC1CCCCN1C(=O)c1ccc(COc2ccc([N+](=O)[O-])cc2)o1 (stereo unspecified) returned West Nile antiviral -2.1%, WT yeast gro inh -1, Lipid droplet -43, Insulin prom up 0.09, Myeloid diff MLP inactive, T cell HTS inactive, Autophagy HCS inactive, MT stabilize HCS 1.5, WT yeast gro inh mutant strain -6, Insulin prom up cell count 1074, Lipid droplet cells 6.5 µM 733, T cell HTS vesicle-bound % 41, MT stabilize HCS Hoechst-high % 2.1, MT stabilize HCS cytotoxicity % 1.4, Autophagy HCS cell loss 18 h -13 and Myeloid diff MLP GFP+ MAC1+ % 0.2.
For CCn1c(-c2ccoc2C)n[nH]c1=S the results were West Nile antiviral 0.1%, WT yeast gro inh 14, Insulin prom up -0.08, Myeloid diff MLP inactive, T cell HTS inactive, bCat nuc transl -1.8, Autophagy HCS inactive, MT stabilize HCS 2.0, WT yeast gro inh mutant strain 15, Insulin prom up cell count 1580, bCat nuc transl cell count 5 µM 1323, T cell HTS vesicle-bound % 21, MT stabilize HCS Hoechst-high % 2.5, MT stabilize HCS cytotoxicity % 7.9, Autophagy HCS cell loss 18 h 11 and Myeloid diff MLP GFP+ MAC1+ % 8.5.
Screening Cc1ccc(C2/C(=C(\O)c3ccc4c(c3)OCCO4)C(=O)C(=O)N2CCCN(C)C)o1 (stereo unspecified) returned West Nile antiviral 0.7%, WT yeast gro inh 8, Insulin prom up -0.5, bCat nuc transl -1.7, Autophagy HCS inactive, MT stabilize HCS 4.0, WT yeast gro inh mutant strain 10, Insulin prom up cell count 1122, bCat nuc transl cell count 5 µM 766, MT stabilize HCS Hoechst-high % 2.5, MT stabilize HCS cytotoxicity % 15 and Autophagy HCS cell loss 18 h 26.
For Cc1cc(C(=O)CSc2nc3ccccc3[nH]2)c(C)n1Cc1ccco1 the results were West Nile antiviral -1.1%, WT yeast gro inh 17, Lipid droplet -1, Insulin prom up -3.8, Myeloid diff MLP inactive, T cell HTS inactive, bCat nuc transl -0.4, Autophagy HCS inactive, MT stabilize HCS 5.5, WT yeast gro inh mutant strain 13, Insulin prom up cell count 510, Lipid droplet cells 6.5 µM 635, bCat nuc transl cell count 5 µM 958, T cell HTS vesicle-bound % 39, MT stabilize HCS Hoechst-high % 1.9, MT stabilize HCS cytotoxicity % 7.1, Autophagy HCS cell loss 18 h 2 and Myeloid diff MLP GFP+ MAC1+ % 0.0.
O=S(=O)(CC(c1ccccc1)N1CCCCC1)c1ccc(Cl)cc1 (stereo unspecified) was read as West Nile antiviral -0.2%, Lipid droplet -12, Insulin prom up -0.32, Myeloid diff MLP inactive, T cell HTS inactive, bCat nuc transl -0.4, Insulin prom up cell count 1070, Lipid droplet cells 6.5 µM 697, bCat nuc transl cell count 5 µM 1245, T cell HTS vesicle-bound % 35 and Myeloid diff MLP GFP+ MAC1+ % 0.7.
For CC(Nc1ccc2c(c1)OCCO2)C(=O)N1c2ccccc2CC1C (stereo unspecified) the results were West Nile antiviral -0.8%, WT yeast gro inh 17, Lipid droplet -39, Insulin prom up -0.26, Myeloid diff MLP inactive, T cell HTS inactive, bCat nuc transl -0.2, Autophagy HCS inactive, MT stabilize HCS 2.6, WT yeast gro inh mutant strain 8, Insulin prom up cell count 1161, Lipid droplet cells 6.5 µM 701, bCat nuc transl cell count 5 µM 1063, T cell HTS vesicle-bound % 50, MT stabilize HCS Hoechst-high % 1.7, MT stabilize HCS cytotoxicity % 8.9, Autophagy HCS cell loss 18 h -7 and Myeloid diff MLP GFP+ MAC1+ % 1.8.
Screening COc1ccccc1OCc1nnc(SCC(=O)c2cc(Cl)ccc2OC)o1 returned West Nile antiviral 0.3%, WT yeast gro inh -7, Myeloid diff MLP inactive, T cell HTS inactive, Autophagy HCS inactive, MT stabilize HCS 1.3, WT yeast gro inh mutant strain 10, T cell HTS vesicle-bound % 39, MT stabilize HCS Hoechst-high % 3.1, MT stabilize HCS cytotoxicity % 12, Autophagy HCS cell loss 18 h 11 and Myeloid diff MLP GFP+ MAC1+ % 1.4.
`CCCCC(CC)C(=O)NCc1ccccc1OC` (stereo unspecified) gave West Nile antiviral 0.0%, WT yeast gro inh -12, Insulin prom up -0.48, Myeloid diff MLP inactive, T cell HTS inactive, bCat nuc transl -0.5, Autophagy HCS inactive, MT stabilize HCS 1.9, WT yeast gro inh mutant strain 4, Insulin prom up cell count 958, bCat nuc transl cell count 5 µM 1104, T cell HTS vesicle-bound % 18, MT stabilize HCS Hoechst-high % 1.6, MT stabilize HCS cytotoxicity % 5.7, Autophagy HCS cell loss 18 h 16 and Myeloid diff MLP GFP+ MAC1+ % 2.6.
COc1cc(/C=N/NC(=O)Cc2ccccc2)cc([N+](=O)[O-])c1O was read as West Nile antiviral 0.0%, Lipid droplet 24, Myeloid diff MLP inactive, T cell HTS inactive, Lipid droplet cells 6.5 µM 824, T cell HTS vesicle-bound % 56 and Myeloid diff MLP GFP+ MAC1+ % 0.6.
For Cc1cc(C(=O)Nc2ccc(Br)cc2)cs1 the results were West Nile antiviral -0.5%, Lipid droplet -2, Myeloid diff MLP inactive, T cell HTS inactive, Lipid droplet cells 6.5 µM 701, T cell HTS vesicle-bound % 61 and Myeloid diff MLP GFP+ MAC1+ % 0.9.
`Cn1nnc(NC(=O)c2cccc([N+](=O)[O-])c2)n1` gave West Nile antiviral 0.2%, Lipid droplet 6, Insulin prom up 0.12, Myeloid diff MLP inactive, T cell HTS inactive, bCat nuc transl 0.3, Insulin prom up cell count 1182, Lipid droplet cells 6.5 µM 709, bCat nuc transl cell count 5 µM 1280, T cell HTS vesicle-bound % 14 and Myeloid diff MLP GFP+ MAC1+ % 1.0.
Screening CCN1CCN(C(=O)c2ccc3c(c2)N(Cc2ccccc2)C(=O)c2ccccc2S3(=O)=O)CC1 returned West Nile antiviral -0.9%, Lipid droplet -1, Myeloid diff MLP inactive, T cell HTS inactive, Lipid droplet cells 6.5 µM 758, T cell HTS vesicle-bound % 17 and Myeloid diff MLP GFP+ MAC1+ % 3.8.
`COc1cccc(N2CCN(c3cnc4ccccc4n3)CC2)c1` gave West Nile antiviral -0.6%, WT yeast gro inh -10, Lipid droplet -20, Insulin prom up 0.17, Myeloid diff MLP inactive, T cell HTS inactive, bCat nuc transl -2.4, Autophagy HCS inactive, MT stabilize HCS 5.9, WT yeast gro inh mutant strain 18, Insulin prom up cell count 1178, Lipid droplet cells 6.5 µM 676, bCat nuc transl cell count 5 µM 1084, T cell HTS vesicle-bound % 45, MT stabilize HCS Hoechst-high % 2.6, MT stabilize HCS cytotoxicity % 7.0, Autophagy HCS cell loss 18 h -3 and Myeloid diff MLP GFP+ MAC1+ % 0.0.
Screening O=C(CCNS(=O)(=O)c1ccccc1C(F)(F)F)NCCCSc1ccccc1 returned West Nile antiviral -0.2%, Lipid droplet -3, Myeloid diff MLP inactive, T cell HTS inactive, Lipid droplet cells 6.5 µM 862, T cell HTS vesicle-bound % 7 and Myeloid diff MLP GFP+ MAC1+ % 1.4.
O=C(Nc1ncn[nH]1)c1ccc(Cl)cc1Cl was read as West Nile antiviral 1.6%, WT yeast gro inh 6, Lipid droplet 7, Insulin prom up 1.2, Myeloid diff MLP inactive, T cell HTS inactive, bCat nuc transl 2.8, Autophagy HCS inactive, MT stabilize HCS 2.6, WT yeast gro inh mutant strain -11, Insulin prom up cell count 905, Lipid droplet cells 6.5 µM 717, bCat nuc transl cell count 5 µM 1023, T cell HTS vesicle-bound % 23, MT stabilize HCS Hoechst-high % 2.1, MT stabilize HCS cytotoxicity % 7.6, Autophagy HCS cell loss 18 h -7 and Myeloid diff MLP GFP+ MAC1+ % 0.1.
`Nc1ccc(-c2nc3ccc(-c4nc5ccccc5o4)cc3[nH]2)cc1` gave West Nile antiviral 0.9%, WT yeast gro inh 17, Insulin prom up -2.5, Myeloid diff MLP inactive, T cell HTS inactive, bCat nuc transl 9.1, Autophagy HCS inactive, MT stabilize HCS 4.4, WT yeast gro inh mutant strain 12, Insulin prom up cell count 1128, bCat nuc transl cell count 5 µM 1398, T cell HTS vesicle-bound % 42, MT stabilize HCS Hoechst-high % 3.1, MT stabilize HCS cytotoxicity % 4.1, Autophagy HCS cell loss 18 h 7 and Myeloid diff MLP GFP+ MAC1+ % 0.8.
`CC(C)C(c1nnnn1Cc1ccc(F)cc1)N1CCN(Cc2ccc3c(c2)OCO3)CC1` (stereo unspecified) gave West Nile antiviral -0.9%, WT yeast gro inh -14, Myeloid diff MLP inactive, T cell HTS inactive, bCat nuc transl 0.9, Autophagy HCS inactive, MT stabilize HCS 3.9, WT yeast gro inh mutant strain 4, bCat nuc transl cell count 5 µM 1167, T cell HTS vesicle-bound % 17, MT stabilize HCS Hoechst-high % 1.8, MT stabilize HCS cytotoxicity % 3.6, Autophagy HCS cell loss 18 h 11 and Myeloid diff MLP GFP+ MAC1+ % 0.3.
CN1CCN(c2ccc(CNC(=O)c3ccc4c(c3)OCCO4)cc2)CC1 was read as West Nile antiviral 0.0%, Lipid droplet -6, Myeloid diff MLP inactive, T cell HTS inactive, bCat nuc transl 0.4, Lipid droplet cells 6.5 µM 727, bCat nuc transl cell count 5 µM 1221, T cell HTS vesicle-bound % 35 and Myeloid diff MLP GFP+ MAC1+ % 0.2.
